Bioassay records: PubChem BioAssay, several laboratories
H9c2 protect: modulators protecting cardiomyocytes from myocardial damage. H9c2 cardiomyocytes, H2O2 injury protection, ATPLite, 2 h. protection from H2O2 cell death, % at 20 µM. 0.63% of 360,000 active;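 active means compounds giving at least 50% protection of heart cells from peroxide-induced death in the single-dose screen, raw or plate-pattern-corrected value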;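 further: 0% = DMSO wells with peroxide and 100% = DMSO wells without peroxide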
ABHD5-PLIN5 inh: ABHD5-PLIN5 protein interaction inhibition; Q00G26+Q8WTS1; Split G. princeps luciferase complementation, luminescence, 4 h; inhibition, % at 4 µM; 0.78% of 360,000 active; AID 602281;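 active means inhibition above the mean inhibition across every tested compound plus 3 SD, cut at about 22% in these data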;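 further: 0% = DMSO only wells and the 100% control is not disclosed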
Target sequence (Q00G26 whole entry, looked up): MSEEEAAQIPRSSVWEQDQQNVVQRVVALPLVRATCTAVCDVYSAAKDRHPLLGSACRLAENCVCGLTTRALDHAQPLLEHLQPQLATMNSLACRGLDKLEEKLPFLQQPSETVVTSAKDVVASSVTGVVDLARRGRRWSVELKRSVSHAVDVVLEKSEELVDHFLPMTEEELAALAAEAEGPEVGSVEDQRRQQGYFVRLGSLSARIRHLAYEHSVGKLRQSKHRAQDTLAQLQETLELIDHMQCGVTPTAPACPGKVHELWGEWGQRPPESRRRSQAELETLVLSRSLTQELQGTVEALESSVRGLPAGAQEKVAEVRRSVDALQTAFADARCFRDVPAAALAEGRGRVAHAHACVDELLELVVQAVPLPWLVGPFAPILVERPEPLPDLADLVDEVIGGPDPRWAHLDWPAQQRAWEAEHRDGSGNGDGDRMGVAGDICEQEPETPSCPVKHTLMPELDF
Target sequence (Q8WTS1 whole entry, looked up): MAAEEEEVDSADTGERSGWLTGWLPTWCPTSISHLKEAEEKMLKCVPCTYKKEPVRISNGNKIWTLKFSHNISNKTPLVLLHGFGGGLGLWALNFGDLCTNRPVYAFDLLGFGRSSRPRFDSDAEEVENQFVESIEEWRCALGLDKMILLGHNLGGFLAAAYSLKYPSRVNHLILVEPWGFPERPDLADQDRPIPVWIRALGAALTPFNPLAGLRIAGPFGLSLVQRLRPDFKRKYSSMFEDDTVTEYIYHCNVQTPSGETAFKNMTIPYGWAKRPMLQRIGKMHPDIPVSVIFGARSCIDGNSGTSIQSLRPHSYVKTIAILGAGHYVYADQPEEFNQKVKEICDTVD
HTR2A ag: agonists of mouse serotonin 5-HT2A receptor (HTR2A); CHO-K1 mHTR2A beta-arrestin complementation, luminescence; percent of 30 µM serotonin response; 0.66% of 360,000 active; activation, % at 7.6 µM; AID 624169;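 active means activation above a run cutoff, the mean activation of all tested compounds plus 3 SD, cut at about 14% in these data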;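 further: 0% = plate median of compound wells and 100% = 30 µM serotonin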
Granule exo inh: blocks lytic granule exocytosis; TALL-104 LAMP-1 surface exposure, flow cytometry; cells stimulated with thapsigargin and PMA; inhibition, % at 10 µM; 0.66% of 360,000 active; AID 651702;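 active means inhibition above about 55%, limit read from the data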
aDG glyco act: alpha-DG glycosylation activation; Pro5-aDG cells, alpha-DG glycosylation AlphaScreen (IIH6); 0% Pro5, 100% B10-LARGE cell signal; activation, % at 10 µM; 0.22% of 360,000 active; AID 624168;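 active means activation of at least 8% versus controls, or a plate z-score of at least 8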;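 further: Pro5 are CHO cells carrying HIG-tagged alpha-DG that lacks glycosylation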
MC4R ag barr: activates human MC4R beta-arrestin recruitment; U2OS MC4R beta-arrestin complementation, luminescence; percent of melanotan II response, DMSO zero; 0.98% of 360,000 active; P32245; activation, % at 8.9 µM;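 active means activation above a per-plate cutoff, the mean activation of sample wells on that plate plus 3 SD, cut at about 8% in these data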
ABCB6 inh MLPCN: blocks the human ABCB6 transporter | K562-ABCB6 porphyrin accumulation, flow cytometry, 1 h; stronger effect = lower value | fluorescence ratio to DMSO, % at 10 µM | 0.19% of 360,000 active | AID 602162;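 active means fluorescence ratio to DMSO below 75%, the collection mean minus 3 SD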;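 further: signal is porphyrin accumulated inside mitochondria; 100% equals median channel fluorescence of DMSO control wells; lower ratio means ABCB6 inhibition with less porphyrin fluorescence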
Glyco luc inh: blocks N-linked glycosylation in D54 reporter cells; reporter increase, % at 12.5 µM; AID 588692; D54 ERlucT glycosylation luciferase reporter, 24 h; percent of 100 nM tunicamycin response; 0.23% of 360,000 active;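 active means mean luciferase reporter signal, scaled so untreated is 0 and the glycosylation-blocking control 100, at or above a set limit in every replicate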;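 further: luciferase carries N-glycosylation sites so blocking glycosylation raises the light; 0% = median of neutral control wells and 100% = median of 100 nM tunicamycin wells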
hiPSC survival: enhancers of human iPSC single-cell survival | hiPSC single-cell survival, ATPlite luminescence; 100% = ROCK inhibitor wells, 0% = DMSO | survival enhancement, % at 20 µM | 0.044% of 360,000 active | AID 602274; in the data active means survival enhancement above about 18%;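 further: cells exposed to compounds for 16 hours before the ATP read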
MC4R antagonist: human MC4R antagonism in cAMP assay. MC4R-expressing cells, MTII-stimulated cAMP, LANCE TR-FRET. inhibition, % at 6.5 µM. 0.48% of 360,000 active;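 active means inhibition above its plate's cutoff, the mean of tested wells on that plate plus 3 SD, cut at about 29% in these data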;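 further: 0% = Melanotan II alone and 100% = Melanotan II plus saturating MCL0020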
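Test system: U2OS cells stably expressing human melanocortin 4 receptor (MC4R); also added: Melanotan II challenge; compound: 6.5 µM single dose; timing: 30-min compound preincubation, 1-h Melanotan II challenge, 1-h detection, room temperature; signal: Eu-cAMP/anti-cAMP TR-FRET, emission 671 nm; repeats: one well per compound, no replicates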
Active calls of the source: *; . = not tested or not shown.

Below each SMILES: Glyco luc inh	hiPSC survival	Granule exo inh	aDG glyco act	H9c2 protect	HTR2A ag	MC4R antagonist	MC4R ag barr	ABHD5-PLIN5 inh	ABCB6 inh MLPCN
CSc1ccccc1-n1nnnc1SCC(=O)NCc1cccs1
  -1	-2.3	0	0.1	-6	1	4	0.9	-6	97
COc1ccc(/C=C/C(=O)OCC(=O)c2ccc[nH]2)cc1
  -3	0.2	6	0.3	12	0	1	-1.4	8	91
CC(=O)Nc1nc2n(n1)C(c1ccccc1)C=C(c1ccccc1)N2 (stereo not drawn)
  4	-2.9	-2	0.0	10	-2	0	0.1	-2	109
O=C(CNC(=O)c1ccc(Cl)cc1)N/N=C/c1cccnc1
  2	-0.4	-14	0.0	0	1	2	-1.7	3	97
COc1ccc(CCNc2nc(-c3sc(C)nc3C)cs2)cc1OC
  2	8.5	-3	0.0	11	4	4	-0.4	2	92
Nn1c(SCC(=O)Nc2nccs2)nnc1-c1ccco1
  1	0.7	-3	0.2	5	0	2	-5.0	-6	97
O=C(COC(=O)/C=C/c1ccc(F)cc1)NCC1CCCO1 (stereo not drawn)
  1	1.3	-6	-0.1	4	3	-1	-1.8	5	101
Cc1ccccc1-c1nnn(CC(=O)N2CCN(S(=O)(=O)c3ccc(Cl)cc3)CC2)n1
  -1	-1.9	4	0.5	-15	-4	1	-0.2	-1	99
O=C(NCCC1CCCCN1S(=O)(=O)c1ccccc1)C(=O)NCc1ccco1 (stereo not drawn)
  -2	1.2	7	0.0	1	4	10	-2.5	3	99
CCn1c(C(C)NC(=O)c2ccccc2C)n[nH]c1=S (stereo not drawn)
  -1	-3.7	1	-0.5	3	-1	-1	-0.8	-4	104
CC(C)C(NC(=O)c1ccccc1)C(=O)OCC(=O)N1CCCC1 (stereo not drawn)
  2	-0.1	7	0.0	5	3	7	-0.7	-2	100
O=C(CSc1nccn1Cc1ccccc1)Nc1ccccc1
  -2	-0.1	-4	0.4	1	-5	-8	1.4	-3	102
OC[C@@H]1CN(Cc2ccc(F)cc2)C[C@H](n2cnc3c(NCc4ccc(F)cc4)ncnc32)O1
  -2	2.2	0	-0.2	-1	7	3	-1.4	0	96
COc1ccccc1C(=O)N1CCN(C2CCN(Cc3ccccc3)CC2)CC1
  0	4.4	-2	0.1	-1	4	3	-1.7	-2	88
COc1ccc([N+](=O)[O-])cc1NC(=O)COC(=O)c1ccccn1
  1	0.4	-17	-0.5	2	0	-2	-1.6	-1	100
COc1ccc(OC)c(NC(=O)Nc2ccc(Cl)cc2)c1
  0	0.5	2	0.1	-15	-4	6	-0.8	-5	105
Cc1ccc(/C=N/NC(=O)c2c(-c3ccccc3)noc2C)c(O)c1
  -8	0.2	0	0.9	54*	0	-11	0.6	-6	96
CC(=O)c1c(C)[nH]c(C(=O)CN2C(=O)NC3(CCCCC3C)C2=O)c1C (stereo not drawn)
  3	-0.5	7	0.0	-2	9	9	1.9	-2	96
Cc1cc(C(=O)N/N=C/c2c(C)[nH]c3ccccc23)n[nH]1
  1	0.7	-14	-0.1	16	-4	-6	-0.9	-2	104
CC1(CC(=O)N/N=C/c2cc(Br)c(O)cc2O)OCCO1
  0	-2.4	2	0.0	5	0	-4	2.0	7	98
C/C(=N/NS(=O)(=O)c1ccc(C)cc1)c1ccc2c(c1)OCO2
  3	-0.5	-5	0.1	6	-4	9	-1.1	-3	105
COc1ccc(CCC(C)NC2CCCCCCC2)cc1 (stereo not drawn)
  0	-0.5	1	-0.1	-6	5	-1	0.2	2	92
O=C(O)CCc1nnc(SCC(=O)Nc2cccc(C(F)(F)F)c2)[nH]c1=O
  0	-1.5	-1	-0.1	4	2	3	-2.8	-6	100
O=C(O)/C=C/c1cn(-c2ccccc2)nc1-c1cccc([N+](=O)[O-])c1
  4	-0.7	-3	1.1	-1	3	17	0.0	-1	90
O=C1c2ccccc2NC(c2ccc(-c3cccs3)o2)N1O (stereo not drawn)
  -8	-4.0	6	-0.1	-4	3	1	-0.7	20	93
CCS(CC)=NS(=O)(=O)c1ccc(NC(C)=O)cc1
  0	-4.5	0	-0.1	0	1	2	-0.9	-1	94
O=C(CCc1ccccc1)N=C1SC2CS(=O)(=O)CC2N1c1ccccc1F (stereo not drawn)
  -1	-0.3	0	0.3	-1	-2	-4	-1.4	-2	104
Cc1cccc(NS(=O)(=O)c2ccc(C)c(C(=O)NCCCN3CCOCC3)c2)c1
  0	-0.5	-1	-0.2	-2	-1	2	-3.1	0	94
Cc1cccc(OCCC(=O)NCC(=O)Nc2c(C)cccc2C)c1
  2	-0.1	-2	-0.2	1	-1	-5	-0.2	-2	98
O=C(COc1ccccc1)NC1CCSC1=O (stereo not drawn)
  -1	-0.1	-4	0.1	-1	21*	1	1.3	-4	95
CC(=O)Nc1ccc(C(=O)N2CCCC(c3cc(C(=O)NCc4ccccc4)no3)C2)cc1 (stereo not drawn)
  0	-1.4	-3	-0.1	-6	-2	-4	-1.0	0	100
Cc1ccc(NC(=O)CN2CCOCC2)cc1C
  1	-0.7	-16	0.0	2	2	11	1.5	-5	95
COc1ccc(Nc2nc(N)nc(CSc3nnc(N)s3)n2)cc1
  0	-2.2	-3	-0.2	-4	-4	-5	-0.6	6	100
CCOc1ccc(NC(c2ccccc2)P(=O)(OC)OC)cc1 (stereo not drawn)
  1	-0.2	0	-0.1	12	-1	3	-2.0	1	94
O=C(O)c1ccc(C(=O)O)c(C(=O)c2ccccc2)c1
  1	11	-2	0.0	8	9	-2	2.4	4	96
C/C(=C\c1ccc(Br)cc1)C(=O)c1c(C)cc(C)[nH]c1=O
  1	-0.3	-1	0.0	-5	6	-6	0.0	0	100
O=C1c2oc3ccc(F)cc3c(=O)c2C(c2ccc(F)cc2)N1CCCN1CCOCC1 (stereo not drawn)
  0	2.6	-2	-0.1	-1	-8	-2	-1.6	1	100
CCCCN1C(=O)C2C(C(=O)Nc3cccc(OC)c3)C3C=CC2(O3)C1C(=O)NC1CCCCC1C (stereo not drawn)
  2	-0.5	-2	0.0	-4	0	1	-1.4	2	101
NC(=O)c1cc2n(n1)C(C(F)(F)F)CC(c1ccco1)N2 (stereo not drawn)
  -2	3.3	-3	0.0	3	-1	2	-0.6	3	84
O=C(Nc1ccccc1F)C1CCN(S(=O)(=O)c2cccnc2)CC1
  4	-0.5	-1	-0.5	-4	7	4	0.9	5	98
COC(=O)c1ccc(C(=O)NC(=S)Nc2nc3c(s2)CCCC3)cc1
  4	1.5	-6	0.1	-10	-4	18	-1.6	-4	104
COC(=O)Cn1cnc2c(cnn2-c2ccc(C)cc2)c1=O
  0	0.0	2	-0.2	-2	0	0	-0.5	7	102
COc1ccc(S(=O)(=O)N2CCN(c3nn(C)c(=O)n(C)c3=O)CC2)cc1
  1	0.0	-3	0.0	-7	-1	8	-0.4	-8	99
Cc1c(Cl)c([N+](=O)[O-])nn1CC(=O)NC(C)C1CC2CCC1C2 (stereo not drawn)
  -1	0.6	-2	0.2	10	2	-2	0.9	6	101
COc1ccc(NC(=O)OC(C)C)cc1
  -10	-1.9	2	-0.1	-9	3	-3	-1.0	3	101

Printed as active in HTR2A ag, among the entries above:
compound	Glyco luc inh	Granule exo inh	aDG glyco act	HTR2A ag	MC4R antagonist	MC4R ag barr	ABHD5-PLIN5 inh	ABCB6 inh MLPCN
O=C(COc1ccccc1)NC1CCSC1=O (stereo not drawn)	-1	-4	0.1	21*	1	1.3	-4	95

The results go on.
Below each SMILES: Glyco luc inh	hiPSC survival	Granule exo inh	aDG glyco act	H9c2 protect	HTR2A ag	MC4R antagonist	MC4R ag barr	ABHD5-PLIN5 inh	ABCB6 inh MLPCN
COc1ccc(C(=O)C2CCCN(C(=O)c3csc(C(C)=O)c3)C2)c(C)c1 (stereo not drawn)
  -4	1.9	2	1.1	3	-2	-1	-2.5	-2	100
CC(=O)Nc1ccc(S(=O)(=O)Oc2ccc(C(=S)N3CCCCC3)cc2)cc1
  -3	-2.2	-4	3.9	-20	1	17	-0.1	1	95
CCOc1ccc(NS(=O)(=O)c2cc(C(=O)N3CCN(c4ccccc4O)CC3)ccc2Cl)cc1
  -2	-0.2	-2	-0.1	-1	-5	5	-0.7	-2	99
C[C@H](CO)N1C[C@H](C)[C@@H](CN(C)Cc2ccc(O)cc2)OCc2cnnn2CCCC1=O
  4	0.2	-4	0.0	4	-5	5	-0.4	-7	102
O=C(c1ccc(S(=O)(=O)N2CCCCCC2)cc1)N1CCN(c2ccccn2)CC1
  -3	-0.3	2	-0.2	8	-4	5	-2.2	9	98
O=C(CN1CCCCC1)N1CCN(c2ccccc2)CC1
  2	-0.6	8	0.1	3	-6	0	-0.1	-6	98
O=c1ccn([C@@H]2O[C@H](CNCc3cccn3-c3ccncc3)[C@@H](O)[C@H]2O)c(=O)[nH]1
  -1	4.4	-2	0.0	4	9	.	.	1	98
COc1ccccc1CCC(=O)OCc1csc(CC(=O)Nc2ccccc2C)n1
  1	-0.3	2	-0.1	-4	-5	6	-0.2	-2	95
Cc1ccc([C@H]2C[C@@H](n3cc(-c4ccc(F)cc4)nn3)[C@H](O)CN2CC2CCCCC2)cc1
  -6	-3.7	-4	0.6	-18	-5	10	0.6	1	98
Cc1cc(C)c(C#N)c(N2CCN(c3ccccc3)CC2)n1
  -2	0.5	6	0.0	-6	1	-5	1.5	-5	101
CCO[C@H]1OC(C(N)=O)=C[C@@H](c2coc3ccccc3c2=O)[C@@H]1CCCO
  1	-0.2	11	0.0	9	3	11	-0.3	-2	97
Cc1cc2ncn(S(=O)(=O)N3CCOCC3)c2cc1C
  0	5.9	6	0.1	-6	-3	7	0.0	10	87
CCN(CC(=O)Nc1ccccc1C(F)(F)F)C(=O)c1ccccc1OCc1ccc(F)cc1
  -2	-0.5	-1	0.1	3	3	4	-4.0	-1	99
COc1cccc(CNC(=O)c2ccccc2NC(=O)C2=C(C)OCCS2)c1OC
  -2	-0.4	-6	0.0	10	4	6	0.0	5	95
O=C(NC1CCN(c2ncccn2)CC1)c1ccccc1Cl
  1	-0.7	-2	0.0	4	9	4	-1.6	2	91
COC(=O)CNC(=O)c1cn(-c2ccc(C)c(C)c2)c(=O)c2ccccc12
  1	-0.6	-14	-0.1	-1	-4	4	-2.0	-4	95
CS(=O)(=O)NCCSCc1ccco1
  0	-1.9	0	0.4	3	7	-6	1.5	15	91
CCCCC(=O)NCc1ccc2c(c1)cc(C)n2C
  1	2.4	-1	0.1	8	-2	-5	1.0	2	96
COc1ccccc1N1CCN(C(=O)C2CCN(S(=O)(=O)c3ccc(F)cc3)CC2)CC1
  -2	-0.8	-5	0.2	6	3	8	-1.1	2	99
CCn1c(SCC(=O)NCc2ccccc2)nnc1-c1cccnc1
  -1	2.1	4	-0.2	-1	5	-7	-0.9	3	99
CC(C)C(=O)N=c1sc2cc(F)cc(F)c2n1C
  6	-0.9	-6	-0.3	-5	5	6	0.9	3	95
